Assay outcomes from PubChem BioAssay.
E coli Lon inh: E. coli protease La inhibition; inhibition, % at 7.94 µM; P0A9M0; 0.42% of 360,000 active; purified E. coli Lon protease, fluorescence polarization; in the data active means inhibition above about 13%, passing the limit was not always enough;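 further: 0% = enzyme with probe and DMSO and 100% = no enzyme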
Target sequence (P0A9M0 whole entry, looked up): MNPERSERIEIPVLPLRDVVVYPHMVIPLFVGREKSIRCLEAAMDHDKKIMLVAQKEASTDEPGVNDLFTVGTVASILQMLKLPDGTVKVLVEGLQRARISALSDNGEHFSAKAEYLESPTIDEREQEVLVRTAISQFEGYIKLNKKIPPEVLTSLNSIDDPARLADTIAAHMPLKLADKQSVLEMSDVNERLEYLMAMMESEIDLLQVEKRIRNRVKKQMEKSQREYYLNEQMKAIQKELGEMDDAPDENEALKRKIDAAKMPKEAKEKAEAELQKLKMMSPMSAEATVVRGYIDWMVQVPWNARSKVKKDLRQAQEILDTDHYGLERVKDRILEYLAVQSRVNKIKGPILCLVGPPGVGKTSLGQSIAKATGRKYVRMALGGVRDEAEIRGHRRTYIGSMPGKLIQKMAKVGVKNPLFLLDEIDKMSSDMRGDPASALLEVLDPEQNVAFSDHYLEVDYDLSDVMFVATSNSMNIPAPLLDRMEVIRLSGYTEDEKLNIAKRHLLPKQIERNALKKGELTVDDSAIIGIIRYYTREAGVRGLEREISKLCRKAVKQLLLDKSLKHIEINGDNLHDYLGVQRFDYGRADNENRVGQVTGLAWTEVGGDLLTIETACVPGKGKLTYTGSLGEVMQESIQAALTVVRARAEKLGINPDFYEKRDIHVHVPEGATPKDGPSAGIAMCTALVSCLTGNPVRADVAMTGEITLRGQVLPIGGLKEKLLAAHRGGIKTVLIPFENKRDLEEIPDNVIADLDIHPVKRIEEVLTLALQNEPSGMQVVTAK
MT1-MMP act inh: MT1-MMP (human) activation inhibition; HT1080 RFP-PRO-GFP cells, GFP/RFP ratio fluorescence, overnight; percent of plate control window, DMSO zero; GFP/RFP ratio change, % at 20 µM; P50281; 0.061% of 360,000 active;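 active means GFP/RFP ratio change of at least 30% with cell ATP level not reduced by more than half and red fluorescence within 50% of control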; further: strong numbers were not always called active
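Compound: 20 µM single dose, 1% DMSO / System: HT1080 RFP-PRO-GFP cells / Controls: DMSO and RFP-L50D-GFP cell wells / Read-out basis: GFP/RFP fluorescence ratio / Schedule: overnight compound exposure at 37 °C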
Rin1-Abl PPI inh: human Rin1-Abl interaction inhibition; P00519+Q13671; TR-FRET Rin1/Abl binding, biochemical; inhibition, % at 7.35 µM; 0.4% of 360,000 active; in the data active means inhibition above about 5%, passing the limit was not always enough
FAS TE block: inhibitors of human fatty acid synthase thioesterase domain; inhibition, % at 15 µM; 0.67% of 360,000 active; recombinant FAS-TE, OMFH fluorogenic substrate, fluorescence endpoint; P49327;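 active means compounds whose normalised, plate-corrected inhibition of enzyme fluorescence in the single-dose primary screen is 50% or more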;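 further: 0% = DMSO with enzyme and 100% = substrate without enzyme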
bovine MsrA act: activates bovine MsrA enzyme; purified bovine MsrA, absorbance read-out; activation, % at 10.6 µM; 0.3% of 360,000 active; AID 602163; in the data active means activation above about 7.5%;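 further: 0% = vehicle and 100% = reference activator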
Neddyl block: blocks human cullin neddylation; calls only at 25 µM; P61081+Q13564; TR-FRET cullin neddylation, biochemical; AID 651699; 0.58% of 360,000 active; in the data active means inhibition above about 36%
CendR NRP1 mod: modulators of CendR peptide binding to human neuropilin-1; O14786; FAM-RPARPAR peptide binding to NRP-1, fluorescence polarization; inhibition, % at 25 µM; 0.85% of 360,000 active; AID 602438;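 active means inhibition or corrected inhibition above about 18%, plus a signal ratio from 0.5 to 1.5, limit read from the data, passing the limit was not always enough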; further: strong numbers were not always called active
MsrA inhibitor: inhibits bovine methionine sulfoxide reductase A; purified bovine MsrA, absorbance read-out; inhibition, % at 15.5 µM; 0.75% of 360,000 active; AID 651718; in the data active means inhibition above about 4.5%;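 further: 0% = vehicle wells with enzyme and 100% = reference inhibitor wells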
SKN-1 inh: C. elegans SKN-1 inhibition; C. elegans VP596 Pgst-4::GFP/RFP ratio, acrylamide-induced, 24 h; 0.49% of 360,000 active; inhibition, % at 21.8 µM;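 active means interference check ratio from 0.5 to 1.5 plus GFP to RFP signal ratio inhibition reaching or exceeding a fixed threshold, cut at about 30% in these data, passing the limit was not always enough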; further: some compounds called inactive have numbers as strong as hits
Starred values were filed as active, the others as inactive; i = inactive; nt = no result given.

SMILES | E coli Lon inh | MT1-MMP act inh | Rin1-Abl PPI inh | FAS TE block | bovine MsrA act | Neddyl block | CendR NRP1 mod | MsrA inhibitor | SKN-1 inh
CCN(CC)S(=O)(=O)c1ccc(OC)c(NC(=O)Cn2cnc3c2c(=O)n(C)c(=O)n3C)c1 | -2 | 1 | 1 | -5 | 0 | i | 2 | -0.2 | 2
O=C(c1ccc([N+](=O)[O-])o1)N1CCN(c2nc3ccc(F)cc3s2)CC1 | -3 | 0 | 0 | 35 | 0 | i | -2 | -1.0 | 25
O=C1C(Cc2ccccc2)S/C(=N/N=C/c2ccco2)N1c1ccccc1 (stereo not drawn) | -15 | -5 | -2 | -3 | 4 | i | 20 | 3.8 | 15
Cc1ccc(S(=O)(=O)Nc2ccc(C(=O)NCc3ccncc3)cc2)cc1 | 1 | 0 | -1 | -4 | -1 | i | 0 | -0.1 | 19
OCCN(CC#CC(O)(c1ccccc1)c1ccccc1)CCO | -1 | -5 | 0 | -3 | -3 | i | 2 | -1.1 | -7
CC(C)(C)NCC(O)COc1ccccc1C(C)(C)C (stereo not drawn) | -7 | -2 | 1 | -7 | 0 | i | 4 | -0.3 | 3
CCOc1ccc(OCCCCN(C)C)cc1 | -1 | 3 | 1 | -3 | 0 | i | 19 | 0.8 | 0
CCOC(=O)CN1C(=O)N[C@@H](c2cccc(C(F)(F)F)c2)C(C(=O)OC)=C1C | 0 | 3 | 0 | -7 | -2 | i | 12 | 0.0 | 5
CCc1c(C(=O)O)[nH]c2ccc(Br)cc12 | -7 | 6 | -17 | -9 | 1 | i | -3 | -1.5 | -10
Cc1ccc(N=Nc2c(N)n[nH]c2N)cc1 | -1 | 6 | -3 | -5 | -4 | i | -7 | 2.7 | 10
O=C(CCNC(=O)N1CC(=O)Nc2ccccc21)NCc1cccc(C(F)(F)F)c1 | -1 | -1 | 3 | -5 | -1 | i | 2 | -0.1 | 17
Brc1ccc(-c2csc(NC3=NCCCCC3)n2)cc1 | -1 | -2 | 2 | 8 | -3 | i | -1 | 0.9 | 24

3 entries already listed, ordered by the number in SKN-1 inh, falling:
SMILES | E coli Lon inh | MT1-MMP act inh | Rin1-Abl PPI inh | bovine MsrA act | Neddyl block | CendR NRP1 mod | MsrA inhibitor | SKN-1 inh
Cc1ccc(S(=O)(=O)Nc2ccc(C(=O)NCc3ccncc3)cc2)cc1 | 1 | 0 | -1 | -1 | i | 0 | -0.1 | 19
O=C1C(Cc2ccccc2)S/C(=N/N=C/c2ccco2)N1c1ccccc1 (stereo not drawn) | -15 | -5 | -2 | 4 | i | 20 | 3.8 | 15
OCCN(CC#CC(O)(c1ccccc1)c1ccccc1)CCO | -1 | -5 | 0 | -3 | i | 2 | -1.1 | -7

Next structures follow:
SMILES | E coli Lon inh | MT1-MMP act inh | Rin1-Abl PPI inh | FAS TE block | bovine MsrA act | Neddyl block | CendR NRP1 mod | MsrA inhibitor | SKN-1 inh
O=S(=O)(c1ccc(NC(=S)NCc2ccncc2)cc1)N1CCCCC1 | -15 | -1 | 4 | 2 | -3 | i | 4 | -0.3 | 11
CC1CCCN(CCCNC(=O)C2CCCN(c3ncnc4c3nc3n4CCCCC3)C2)C1 (stereo not drawn) | -3 | 3 | 1 | -2 | -1 | i | 14 | 1.8 | -2
CC1CCCCC1NC(=O)CN(C)S(=O)(=O)c1ccc2c(c1)c(=O)n(C)c(=O)n2C (stereo not drawn) | -2 | 0 | 6 | 0 | -8 | i | 3 | -0.8 | -12
O=C(NCCS(=O)CCNC(=O)C(F)(F)F)C(F)(F)F | -5 | 1 | -2 | -9 | -1 | i | 0 | -0.1 | -8
O=C(c1ccc(N2CCOCC2)c([N+](=O)[O-])c1)N1CCN(S(=O)(=O)c2cccs2)CC1 | 8 | 3 | -2 | -50 | -2 | i | -14 | 0.8 | -13
Cc1ccc(NC(=O)COC(=O)Cn2cnc3ccccc32)c([N+](=O)[O-])c1 | 7 | 0 | -1 | 0 | -10 | i | -5 | -0.2 | -9
COc1ccc(NC(=O)C2CCN(S(=O)(=O)c3ccc(N4CCCC4=O)cc3)CC2)c(OC)c1 | -9 | -3 | -2 | 2 | -1 | i | -2 | 0.0 | 5
CCCN(CCC)S(=O)(=O)c1ccc(NC(=O)c2cc(C(=O)OC)cc([N+](=O)[O-])c2)cc1 | 4 | 7 | -3 | 27 | -2 | i | -1 | -0.9 | -24
O=C(CCCN1C(=O)/C(=C/c2ccccc2Cl)SC1=S)N1CCOCC1 | 0 | -1 | -1 | 23 | 0 | i | 11 | 0.8 | 26
O=C(N/C(=C\c1cccc(Br)c1)C(=O)N1CCCCC1)c1ccco1 | 4 | 0 | 0 | -1 | -5 | i | 11 | -0.3 | -8
COc1ccccc1-c1coc2c(CN3CCN(CCO)CC3)c(O)ccc2c1=O | -2 | -1 | -1 | -4 | -2 | nt | 14 | 3.0 | 2
Cn1c(=O)c2c(nc(Cl)n2Cc2ccc(Cl)c(Cl)c2)n(C)c1=O | -7 | 4 | -2 | 21 | -5 | i | -9 | 0.4 | -3
COc1cc(-c2[nH]ncc2CN2CCSCC2)cc(OC)c1OC | -5 | 4 | -1 | -5 | 0 | i | 0 | 0.2 | -8
CCCCCn1c(=O)[nH]c2cc(C(=O)N3CCN(CC)CC3)ccc2c1=O | -7 | 0 | -2 | -6 | -2 | i | 6 | 1.1 | 9
COC(=O)c1ccccc1NC(=O)COC(=O)CO/N=C(\C)c1ccc2c(c1)OCO2 | -4 | -1 | 1 | 24 | -2 | i | 1 | -0.1 | 9
Clc1cccc(NCc2nnc3n2CCCCC3)c1 | 0 | -1 | -3 | -3 | -2 | i | 5 | -1.6 | -13
O=C(CSc1nnc(Cc2ccccc2)o1)NC1CC2CCC1C2 (stereo not drawn) | -10 | -1 | 4 | -10 | 0 | i | 4 | -0.1 | -19
CCNC(=O)C1(C)CCN(C(=O)c2cccc(Cl)c2)C1 (stereo not drawn) | -7 | 2 | -3 | -7 | -3 | i | -10 | 0.5 | 10
COc1ccc2c(c1)C(=O)C1(CC2)OC1c1cccnc1 (stereo not drawn) | -9 | 0 | -5 | -5 | -3 | i | -11 | -0.7 | 5
CC(C)c1ccc(CN2CC(C(=O)Nc3ccccc3)CC2=O)cc1 (stereo not drawn) | -1 | 1 | 5 | 20 | -9 | i | 5 | -0.4 | -4
O=[N+]([O-])c1ccc(N=NNc2ccc([N+](=O)[O-])cc2)cc1 | -7 | -6 | -1 | -6 | 0 | i | -85 | 1.0 | 10
CN1CCCCC1(C)C(=O)NCc1cc(Cl)ccc1F (stereo not drawn) | -7 | -1 | 0 | -8 | -1 | i | 3 | -0.2 | 13
Cc1c(NC(=O)c2cccc(S(=O)(=O)N(C)c3ccccc3)c2)c(=O)n(-c2ccccc2)n1C | -4 | 5 | 2 | -3 | -3 | i | 10 | 0.4 | -2
S=c1[nH]nc(-c2ccccc2)o1 | 3 | 2 | -5 | -8 | 3 | i | -14 | -0.2 | 7
Cc1ccc(NS(=O)(=O)c2ccc(C3CCCCC3)cc2)cc1 | 13 | 0 | 2 | 32 | -4 | i | -26 | 0.1 | -6
Cc1cc(O)cc(O)c1C(=O)Cc1cnn(-c2ccccc2)c1 | 4 | 8 | 7 | -1 | 0 | i | 8 | 1.6 | -5
COC(=O)C1(C)NC(=O)c2ccccc2N1 (stereo not drawn) | -2 | -2 | 0 | -10 | -3 | nt | 1 | 1.6 | 1
CC(=O)c1ccc(N2CCN(S(=O)(=O)c3csc(C(N)=O)c3)CC2)cc1 | -7 | 4 | 2 | -2 | -2 | i | 2 | 1.8 | 7
O=C(Nc1ccccc1)C1=C[C@H](c2ccccc2)C[C@H](OCc2ccc(CO)cc2)O1 | -12 | 3 | 1 | 9 | -2 | i | 5 | -0.3 | 1
COc1ccc(CCNC(=O)CN(c2ccc(OC)c(OC)c2)S(=O)(=O)c2ccccc2)cc1OC | -6 | 2 | 1 | 0 | -7 | i | 6 | 1.2 | -11
COCC(C)NC(=O)CCc1nnc(C2(c3ccc(Cl)cc3)CCC2)o1 (stereo not drawn) | 6 | -3 | 0 | 0 | -1 | i | 1 | -1.0 | 22
CSc1ncnc2c1ncn2CCCNCc1ccco1 | -5 | 2 | -1 | -4 | -2 | i | -4 | -0.1 | 12
Cc1onc(-c2ccccc2)c1C(=O)N(Cc1ccccn1)Cc1ccccn1 | -4 | 7 | 3 | 4 | -13 | i | 0 | 1.0 | -7
COc1cccc(NC(=O)CN(C)C(=O)COc2cc(C)ccc2Cl)c1 | -3 | 5 | 2 | 13 | -1 | i | 9 | -0.3 | -3
CC(=O)Nc1cc(-c2cccc(NS(C)(=O)=O)c2)cn2c(-c3cccc(C(C)=O)c3)cnc12 | -4 | -2 | -3 | 3 | -1 | i | -13 | -0.6 | 0
S=c1ncc2[nH]c(=S)[nH]c2[nH]1 | -3 | -1 | 3 | -9 | 7.9* | i | 0 | nt | -6

Single records, from the list above. Values in the order: E coli Lon inh	MT1-MMP act inh	Rin1-Abl PPI inh	FAS TE block	bovine MsrA act	Neddyl block	CendR NRP1 mod	MsrA inhibitor	SKN-1 inh
CC(=O)Nc1cc(-c2cccc(NS(C)(=O)=O)c2)cn2c(-c3cccc(C(C)=O)c3)cnc12 across the screens: -4	-2	-3	3	-1	i	-13	-0.6	0
Cc1cc(O)cc(O)c1C(=O)Cc1cnn(-c2ccccc2)c1 across the screens: 4	8	7	-1	0	i	8	1.6	-5
COCC(C)NC(=O)CCc1nnc(C2(c3ccc(Cl)cc3)CCC2)o1 (stereo not drawn) across the screens: 6	-3	0	0	-1	i	1	-1.0	22

More records:
SMILES | E coli Lon inh | MT1-MMP act inh | Rin1-Abl PPI inh | FAS TE block | bovine MsrA act | Neddyl block | CendR NRP1 mod | MsrA inhibitor | SKN-1 inh
Cc1ccc(S(=O)(=O)N2CCN(c3cnn(C)c(=O)c3Cl)CC2)cc1 | -10 | 1 | 2 | -1 | -2 | i | -1 | -0.4 | -6
Cn1c(=O)c2c(nc(N/N=C/c3cccs3)n2Cc2ccccc2)n(C)c1=O | 8 | -1 | 0 | 6 | -5 | nt | -11 | 1.6 | 0
CCn1c(C(=O)NCCCN2CCc3ccccc3C2)cc2sccc21 | 0 | 1 | -2 | -16 | 0 | i | 1 | -0.2 | 10
CC(SCC(=O)Nc1ccccc1Br)c1nc2ccccc2c(=O)[nH]1 (stereo not drawn) | -6 | -6 | -1 | -3 | 0 | i | -10 | 0.2 | 6
O=C(O)c1cc(Cl)c2c(c1)OCO2 | 3 | -3 | -4 | -6 | -9 | i | -13 | -0.3 | 3
CC1=C/C(=C\c2ccc3c(c2)OCO3)C(=O)S1 | -11 | 0 | -1 | 4 | -2 | i | -3 | 1.3 | 11
Cc1ccc(N(CC(=O)N2CCN(C3CCCCC3)CC2)S(=O)(=O)c2cccnc2)cc1 | -2 | 2 | 7 | -8 | -1 | i | -2 | -0.1 | -3
CCOC(=O)C(=NC(C)C)NNc1cc(Cl)ccc1Cl | 0 | -1 | -2 | 45 | -2 | i | 9 | -1.0 | 11
Cc1cc(C(=O)COc2ccc(F)cc2Br)c(C)n1C | 12 | -5 | 0 | 10 | -9 | i | 5 | -0.6 | -7

Entries from the list above that have a nitro group on carbon (5):
SMILES | E coli Lon inh | MT1-MMP act inh | Rin1-Abl PPI inh | FAS TE block | bovine MsrA act | Neddyl block | CendR NRP1 mod | MsrA inhibitor | SKN-1 inh
O=C(c1ccc([N+](=O)[O-])o1)N1CCN(c2nc3ccc(F)cc3s2)CC1 | -3 | 0 | 0 | 35 | 0 | i | -2 | -1.0 | 25
O=C(c1ccc(N2CCOCC2)c([N+](=O)[O-])c1)N1CCN(S(=O)(=O)c2cccs2)CC1 | 8 | 3 | -2 | -50 | -2 | i | -14 | 0.8 | -13
Cc1ccc(NC(=O)COC(=O)Cn2cnc3ccccc32)c([N+](=O)[O-])c1 | 7 | 0 | -1 | 0 | -10 | i | -5 | -0.2 | -9
CCCN(CCC)S(=O)(=O)c1ccc(NC(=O)c2cc(C(=O)OC)cc([N+](=O)[O-])c2)cc1 | 4 | 7 | -3 | 27 | -2 | i | -1 | -0.9 | -24
O=[N+]([O-])c1ccc(N=NNc2ccc([N+](=O)[O-])cc2)cc1 | -7 | -6 | -1 | -6 | 0 | i | -85 | 1.0 | 10
